# Compound activity from PubChem.
# IDH1 R132H inh – inhibitors of human mutant IDH1 R132H; O75874; 390,000 tested, 0.093% active; IDH1-R132H enzyme, NADPH consumption, diaphorase/resazurin fluorescence; Potency, µM (titrated, usually from 76.6 µM), for inactives: top-dose activity change, negative = inhibition, actives largely listed as inhibitors; further: potency means the concentration at half of the fitted maximal effect; on the % scale 0 is the no-effect control and ±100 the full control effect; nearly all actives have a fitted effect of over 65% in size
#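 IDH1-R132H (0.5 ug/mL) preincubated 30 min with compound, then NADPH (0.016 mM) and alpha-KG (2 mM) added; 80 min at RT, pH 7.5. Remaining NADPH coupled via diaphorase/resazurin to fluorescence (540/590 nm); concentration-response curves normalized to no-enzyme control.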
# Pin1 inh – blocks the human prolyl isomerase Pin1 | Q13526 | Pin1 FP peptide displacement, HiFluor488, 10 min | Potency, µM (series often up to 115 µM), for the others: top-dose activity, negative = inhibition, usual class: inhibitors | 390,000 tested, 0.009% active | AID 504891; active means well fitted inhibition curve with a large enough effect in the polarisation, with a control signal flat, not every such curve was filed as active; inconclusive means small, poorly fitted or top-dose-only effect, or effect the other way, or a change in a side signal; inactive means no such curve, though single readings can be large or run the other way; the % refers to the polarisation; further: potency means the concentration at half of the fitted maximal effect; on the % scale 0 is the no-effect control and ±100 the full control effect
# GLS inhibitor – blocks human kidney-isoform glutaminase activity. O94925. 410,000 tested, 0.21% active. GLS enzymatic activity, qHTS titration. Potency, µM (highest dose often 45.5 µM), inactives show at the top dose activity change, negative = inhibition, usual class: inhibitors; further: potency means the concentration at half of the fitted maximal effect; on the % scale 0 is the no-effect control and ±100 the full control effect
#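 hKGA in 45 mM KH2PO4 (pH 8.2), 0.02% Tween-20 with compound, then 1mM L-Glutamine (stock as added) plus glutamate oxidase/HRP/Amplex red coupling mix. Fluorescence read initially and after 30 min at RT; signal change reflects glutamate formation.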
# TrxR1 substrate – is turned over as a substrate by rat TrxR1; O89049; AID 588456; purified TrxR1 substrate turnover, NADPH consumption readout; 390,000 tested, 0.01% active; Potency, µM (top dose mostly 114 µM), for inactives: top-dose activity change, negative = substrate turnover; further: potency means the concentration at half of the fitted maximal effect; on the % scale 0 is the no-effect control and ±100 the full control effect; nearly all actives have a fitted effect of over 50% in size
# Target sequence (O89049 whole entry, looked up): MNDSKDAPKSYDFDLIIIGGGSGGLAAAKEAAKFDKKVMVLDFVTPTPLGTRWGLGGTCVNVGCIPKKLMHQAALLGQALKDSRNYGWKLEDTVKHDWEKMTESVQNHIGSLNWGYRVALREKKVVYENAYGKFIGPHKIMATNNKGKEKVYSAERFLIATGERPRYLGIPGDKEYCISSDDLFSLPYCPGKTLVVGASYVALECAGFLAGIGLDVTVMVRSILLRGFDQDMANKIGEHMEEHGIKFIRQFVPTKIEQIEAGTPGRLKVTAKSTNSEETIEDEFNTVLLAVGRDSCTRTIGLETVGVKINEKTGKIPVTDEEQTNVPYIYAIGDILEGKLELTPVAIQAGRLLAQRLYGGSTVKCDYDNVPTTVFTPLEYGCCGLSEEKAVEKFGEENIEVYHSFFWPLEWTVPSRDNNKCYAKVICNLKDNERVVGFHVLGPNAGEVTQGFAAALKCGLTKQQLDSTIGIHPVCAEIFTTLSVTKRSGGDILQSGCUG
#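 Rat TrxR1, dispensed at 90 nM, was prereduced with 400 uM NADPH (final) for 5 min at ~22 deg C, then incubated with compound 15 min before 400 uM selenite. A first-read NADPH fluorescence drop versus no-compound background flagged substrates.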
# rTrxR1 inhibitor – inhibitors of rat thioredoxin reductase 1; O89049; recombinant rTrxR1, NADPH fluorescence consumption, selenite substrate; Potency, µM (top dose mostly 114 µM), without a hit: top-dose activity change, negative = inhibition, hits mostly inhibitors; 390,000 tested, 1% active; further: potency means the concentration at half of the fitted maximal effect; on the % scale 0 is the no-effect control and ±100 the full control effect; nearly all actives have a fitted effect of over 65% in size
#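 Rat TrxR1 (90 nM in the dispensed reagent) was pre-reduced with 400 uM NADPH for 5 min at room temperature, then incubated with compound for 15 min. After 400 uM selenite was added, NADPH fluorescence (Ex 340/Em 450 nm) was followed for 8 min.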
# USP1 inh – blocks the human USP1/UAF1 deubiquitinase complex | O94782 | recombinant USP1/UAF1, Ub-Rhodamine cleavage fluorescence | Potency, µM (highest dose often 57.1 µM), without a hit: at the highest dose activity change, negative = inhibition, usual class: inhibitors | 390,000 tested, 0.23% active | AID 743255; further: potency means the concentration at half of the fitted maximal effect; on the % scale 0 is the no-effect control and ±100 the full control effect; nearly all actives have a fitted effect of over 60% in size; inactives centre near -12
#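 USP1/UAF1 complex at 1 nM was preincubated with compound for 15 min at room temperature, then Ub-Rho substrate (150nM final) was added. Fluorescence (480/540 nm) was read kinetically, 6 reads every 60 seconds.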
# HP1b binding inh – HP1-beta chromodomain-methylated histone interaction inhibition; 390,000 tested, 0.56% active; AlphaScreen HP1-beta / biotin-H3K9me3 peptide binding; AID 540317; P83916; Potency, µM (doses to about 114 µM), inactives show at the highest dose activity change, negative = inhibition, most hits filed as inhibitors; further: potency means the concentration at half of the fitted maximal effect; nearly all actives have a fitted effect of over 70% in size; inactives centre near 23
#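 AlphaScreen: HP1-beta (50 nM) preformed 30 min with biotin-H3(1-18)K9me3 peptide (50 nM) in PBS pH 7.4, 0.01% Tween-20. Compound added for 30 min at RT, then streptavidin donor/nickel chelate acceptor beads (10 ug/mL) for 30 min.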
# Tb PGK inh – T. brucei PGK inhibition; P07378; PGK/GAPDH coupled, Kinase-Glo luminescence, 60 min; Potency, µM (top dose mostly 57.5 µM), without a hit: at the highest dose activity change, negative = inhibition, usual class: inhibitors; 380,000 tested, 0.043% active; AID 602233; further: potency means the concentration at half of the fitted maximal effect; on the % scale 0 is the no-effect control and ±100 the full control effect; nearly all actives have a fitted effect of over 60% in size
# Target sequence (P07378 whole entry, looked up): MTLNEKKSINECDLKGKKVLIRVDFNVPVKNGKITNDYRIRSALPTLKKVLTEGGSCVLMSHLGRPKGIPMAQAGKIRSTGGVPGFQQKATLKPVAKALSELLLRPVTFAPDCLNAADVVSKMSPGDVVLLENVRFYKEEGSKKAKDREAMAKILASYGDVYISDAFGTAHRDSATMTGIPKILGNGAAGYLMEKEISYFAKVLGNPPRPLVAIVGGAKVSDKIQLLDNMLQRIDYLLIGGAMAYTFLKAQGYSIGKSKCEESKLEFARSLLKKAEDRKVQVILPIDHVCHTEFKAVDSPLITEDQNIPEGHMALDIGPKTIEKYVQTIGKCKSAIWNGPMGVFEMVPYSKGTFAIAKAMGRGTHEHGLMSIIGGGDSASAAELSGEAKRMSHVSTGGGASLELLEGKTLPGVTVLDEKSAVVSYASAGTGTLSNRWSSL
#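 Recombinant glycosomal PGK reaction used 1,3-bisphosphoglycerate generated in-well by GAPDH (100nM final) in 100mM TEA pH 7.6, 5mM MgCl2, 0.01% Tween-20. After 60 minutes at room temperature, ATP was read by Kinase-Glo Plus luminescence end-point.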
# PI4K2A inh – blocks human PI4K2A kinase activity; Q9BTU6; purified PI4K2A, ADP-Glo luminescence, 1 h; hits give low values; activity change, negative = inhibition, % at 76.9 µM; 420,000 tested, 0.13% active; in the data active means activity change below about -50%; inconclusive means mostly about -30% to -49%;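 further: -100% = wells without enzyme as full effect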
#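 In this quantitative HTS, ADP production by PI4K2A was quantified luminescently after 1 h at ambient temperature; 100 microM adenosine served as plate-quality control.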
# Active calls of the source: *; i = inactive; u = inconclusive; x = not tested or not shown; [ ] = remark or other dose. Unless noted, the call rests on the fitted dose curve; in most records, active means well fitted curve in the direction sought with a large enough effect; inconclusive means small, poorly fitted or top-dose-only effect, or another doubt; inactive means no such curve, though single readings can be large; an effect the other way counts as inactive or inconclusive. Not all compounds are listed; count on the stated rates, not on these rows.
# Every second line gives: IDH1 R132H inh, Pin1 inh, GLS inhibitor, TrxR1 substrate, rTrxR1 inhibitor, USP1 inh, HP1b binding inh, Tb PGK inh, PI4K2A inh
O=C(N/N=C/c1ccncc1)c1cc(Br)ccc1OCc1ccccc1
 : 3%, 1%, -9%, 7%, 8%[57.1 µM], -19%, 36%, -1%, -1
CN(C)c1ccc(CNC(=O)c2ccc(NC(=O)c3nsc4ccccc34)cc2)cc1
 : -6%, 20%, 2%, 8%[57.1 µM], 22%[57.1 µM], -24%, 11%[57 µM], -13%, -2
COCCCn1c(-c2cccs2)nc2nc3ccccc3nc21
 : -4%, 0%, 1%, 609%[activator], 182%[activator], -14%, 57%[activator], -9%, 3
CCn1c(SCC(=O)c2ccc3ccccc3c2)nnc1-c1ccco1
 : 3%, 31%[activator], x, 1%, -35%, -7%, u, -1%, -4
Cc1ccc(-c2nnc(N3CCN(C(=O)CN4C(=O)c5ccccc5C4=O)CC3)c3ccccc23)cc1
 : -9%, 0%, 4%, 5%, 14%, -5%, 9%, -2%, 3
Cc1ccc2c(CN3C(=O)NC4(CCCCC4)C3=O)cc(=O)oc2c1C
 : 2%, 29%, 15%, -1%, 3%, -9%, 4%, -9%, -8
CCCc1nnc(NC(=O)c2c(O)c3cccc4c3n(c2=O)CCC4)s1
 : x, -8%, x, 2%, -21%, x, -12%, x, x
O=C(CCS(=O)(=O)c1ccc(Cl)cc1)NCCC1=CCCCC1
 : -3%, -1%, 0%, -1%, 2%, 4%, 12%, -8%, -6
O=C(CSc1ccc(-c2ccncc2)nn1)N1CCCCC1
 : -2%, 5%, -2%, 1%[57.1 µM], 10%[57.1 µM], -2%, 28%, 3%, -5
O=C(NN=C1CCN(Cc2ccccc2)CC1)c1ccccc1
 : 2%, -1%, -3%, 5%[57.1 µM], 13%[57.1 µM], 1%, -17%, -7%, 0
Cc1ccc(N(CC(=O)NC2CCCCC2C)S(=O)(=O)c2c(C)noc2C)cc1 (centres undefined)
 : 2%, -13%, -6%, -2%, 5%, -20%, 34%, 0%, -6
O=C(Cc1ccccc1F)Nc1cc(S(=O)(=O)N2CCOCC2)ccc1N1CCOCC1
 : 2%, -5%, -1%, 2%, 27%, -20%, 39%[activator], -6%, -2
CC1=C(C(=O)Nc2ccc(C)cc2C)C(CC(C)C)n2nc(SCc3ccccc3C)nc2N1 (centres undefined)
 : -21%, 3%, 2%, -2%, 10%, -13%, 16%, 2%, -2
CC(=O)c1ccc(OC(=O)c2c(-c3ccccc3Cl)noc2C)cc1
 : 30%[activator], -2%, 11%, -1%, 16%, -16%, 42%[activator], -1%, 3
COc1ccc(Oc2nc3c(c(=O)n(Cc4ccccc4Cl)c(=O)n3C)n2C)cc1
 : -24%, 0%, u, -3%, 14%, -24%, 6%, i, 5
Cc1cc(C)nc(NC(=O)c2cccc(Cl)c2)n1
 : -5%, -5%, 4%, -4%, -6%, -13%, 12%, 4%, 4
Cc1noc(C)c1COc1ccccc1C(=O)NCCc1ccc(S(N)(=O)=O)cc1
 : 7%, -8%, 2%, 3%, 8%, -2%, 29%, 9%, -1
O=C(CSc1nc(-c2ccco2)cc(C(F)(F)F)n1)NC1CCCCCCC1
 : 2%, 6%, 7%, -7%, -12%, 0%, 15%, -3%, -9
COc1cc(OC)cc(C(=O)Nc2nc(CC(=O)NCCc3ccccc3)cs2)c1
 : 2%, -2%, -5%, -6%, -9%, -9%, 20%, 2%, 2
Cn1cc(CN2CCCC(C(=O)Nc3cccc(-c4cc5ccccc5[nH]4)c3)C2)cn1 (centres undefined)
 : 0%, 2%, 7%, 11%[57.1 µM], -8%[57.1 µM], -23%, -27%, 5%, -3
Cc1cc(F)ccc1S(=O)(=O)N1CCCOC1CNC(=O)C(=O)NCc1ccc2c(c1)OCO2 (centres undefined)
 : 11%, 2%, -14%, -2%, 10%, -16%, 33%, -5%, 1
CSc1ccccc1OCc1cc(C(=O)N(C)Cc2nonc2C)no1
 : 4%, 1%, 3%, 0%, 8%, -14%, 23%, -5%, -5
COc1cccc(Oc2nc3c(c(=O)n(Cc4ccccc4Cl)c(=O)n3C)n2C)c1
 : -9%, -2%, 8%, 3%, 28%, -18%, 40%[activator], -5%, 0
COc1ccc(N(CC(=O)Nc2ccccc2OC)S(=O)(=O)c2ccccc2)cc1Cl
 : 0%, 7%, -1%, 8%, 24%, -15%, 25%, -10%, -2
O=C1CCCCC1S(=O)(=O)c1ccccc1 (centres undefined)
 : 0%, -4%, -6%, -2%, -4%, -12%, 40%[activator], -9%, -5
O=C(NCc1cccnc1)C(=O)Nc1nc(-c2ccccc2)cs1
 : 6%, 3%, 12%, -1%[57.1 µM], 20%[57.1 µM], -6%, 37%, i, 1
CCC(=O)c1ccc(OCC(=O)OCC(=O)c2cc(C)n(CC3CCCO3)c2C)cc1 (centres undefined)
 : 0%, 2%, 7%, -7%, -5%, -14%, 13%, 4%, 2
CC(C)(C)OC(=O)N[C@@H](Cc1ccccc1)C(=O)N1CCC(C(=O)N[C@@H](Cc2c[nH]c3ccccc23)C(=O)O)CC1
 : 11%, 3%, 0%, -1%, 13%, -20%, 43%[activator], x, 2
Cc1cc(C)n2nc(SCC(=O)c3cccs3)nc2n1
 : -8%, 2%, 9%, -2%, 2%, -6%, 35%, 5%, 0
CC(=O)c1ccc(OCc2cc(C(=O)N3CCC(Oc4ccccc4C)CC3)no2)cc1
 : -4%, 12%, -6%, 1%, -5%, -16%, 24%, -3%, 8
O=C(NNC(=O)C1CCC1)c1ccccc1F
 : -2%, 3%, -1%, 3%[57.1 µM], 11%, -9%, 25%, i, 1
NNC(=O)c1cc(Cl)ccc1Cl
 : 6%, -4%, 18%, -4%, 1%, -8%, 21%, -2%, -1
CN(Cc1cc(=O)n2ccsc2n1)C1CCCCC1
 : 1%, 7%, 3%, 24%, -10%, -3%, 27%, -1%, 0
Cc1csc(=O)n1CCC(=O)OCC(=O)NCc1ccc(F)cc1
 : -1%, -10%, 14%, 0%, 11%, -4%, 5%, 6%, 4
CCc1ccc(C(=O)NC(=S)Nc2ccc3c(c2)OCCO3)cc1
 : 0%, 2%, 13%, -10%, u, -22%, u, -4%, 1
COc1ccc(CNC(=O)CN2CCN(S(=O)(=O)c3c(C)c(C)cc(C)c3C)CC2)cc1OC
 : 0%, -2%, -3%, -2%, 15%, -14%, 0%, -10%, 2
Cc1cc2ncn(C(=O)c3c(-c4ccccc4)noc3C)c2cc1C
 : 1%, 3%, 15%, 19%, 15%, -16%, 8%, -8%, 1

# Reformatted with bars between the fields: three of the compounds above
SMILES | IDH1 R132H inh | Pin1 inh | GLS inhibitor | TrxR1 substrate | rTrxR1 inhibitor | USP1 inh | HP1b binding inh | Tb PGK inh | PI4K2A inh
CN(C)c1ccc(CNC(=O)c2ccc(NC(=O)c3nsc4ccccc34)cc2)cc1 | -6% | 20% | 2% | 8%[57.1 µM] | 22%[57.1 µM] | -24% | 11%[57 µM] | -13% | -2
COCCCn1c(-c2cccs2)nc2nc3ccccc3nc21 | -4% | 0% | 1% | 609%[activator] | 182%[activator] | -14% | 57%[activator] | -9% | 3
CCn1c(SCC(=O)c2ccc3ccccc3c2)nnc1-c1ccco1 | 3% | 31%[activator] | x | 1% | -35% | -7% | u | -1% | -4

# Profiles from above. Order of values: IDH1 R132H inh	Pin1 inh	GLS inhibitor	TrxR1 substrate	rTrxR1 inhibitor	USP1 inh	HP1b binding inh	Tb PGK inh	PI4K2A inh
# Cc1cc2ncn(C(=O)c3c(-c4ccccc4)noc3C)c2cc1C as listed: 1%	3%	15%	19%	15%	-16%	8%	-8%	1
# CCc1ccc(C(=O)NC(=S)Nc2ccc3c(c2)OCCO3)cc1 as listed: 0%	2%	13%	-10%	u	-22%	u	-4%	1
# COc1ccc(CNC(=O)CN2CCN(S(=O)(=O)c3c(C)c(C)cc(C)c3C)CC2)cc1OC as listed: 0%	-2%	-3%	-2%	15%	-14%	0%	-10%	2
# Cc1csc(=O)n1CCC(=O)OCC(=O)NCc1ccc(F)cc1 as listed: -1%	-10%	14%	0%	11%	-4%	5%	6%	4
# CN(Cc1cc(=O)n2ccsc2n1)C1CCCCC1 as listed: 1%	7%	3%	24%	-10%	-3%	27%	-1%	0
